ERp5 inh = blocks human ERp5 reductase activity on insulin. Q15084. ERp5 insulin aggregation, absorbance 650 nm, 90 min. inhibition, % at 9.99 µM. 0.05% of 350,000 active;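 active = mean replicate inhibition above about 25%, with every replicate also reaching it, limit read from the data, passing the limit was not always enough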
E-selectin induc = induces E-selectin expression in human endothelial cells. P16581. HUVEC E-selectin immunofluorescence imaging; normalized: neutral wells 0, TNF-alpha wells 100. activation, % at 7.58 µM. 0.37% of 260,000 active;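 active = mean E-selectin-positive cell signal at least 10% of the positive control, reached in at least 60% of replicates, without over 20% cell loss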;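 note: in these data hits start at about 27%; measured in HUVEC primary endothelial cells; signal is the percent of cells scored E-selectin positive by PE staining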
Target sequence (P16581 whole entry, looked up): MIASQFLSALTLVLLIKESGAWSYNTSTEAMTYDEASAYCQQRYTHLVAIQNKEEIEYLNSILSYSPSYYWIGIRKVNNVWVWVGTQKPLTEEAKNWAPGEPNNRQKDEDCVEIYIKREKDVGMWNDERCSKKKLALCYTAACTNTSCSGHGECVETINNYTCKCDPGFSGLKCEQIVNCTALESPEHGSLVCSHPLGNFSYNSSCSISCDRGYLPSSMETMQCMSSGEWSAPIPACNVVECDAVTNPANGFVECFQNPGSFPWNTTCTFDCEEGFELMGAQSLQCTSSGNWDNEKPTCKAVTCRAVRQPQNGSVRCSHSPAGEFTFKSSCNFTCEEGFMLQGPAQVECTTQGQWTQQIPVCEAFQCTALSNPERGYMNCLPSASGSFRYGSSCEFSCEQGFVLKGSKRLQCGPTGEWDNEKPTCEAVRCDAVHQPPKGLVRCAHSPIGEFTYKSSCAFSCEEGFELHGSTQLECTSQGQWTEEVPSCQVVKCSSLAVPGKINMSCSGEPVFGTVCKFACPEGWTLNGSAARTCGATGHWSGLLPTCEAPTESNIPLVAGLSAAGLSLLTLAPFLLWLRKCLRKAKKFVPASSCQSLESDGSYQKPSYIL
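Test system – human umbilical vein endothelial cells (HUVEC), E-selectin induction · Input – 3,000 HUVEC seeded per well · Buffer or medium – EGM-2, gelatin · Compound dosing – single-point compound dose · Detection – immunofluorescence imaging · Measure – percent E-selectin-positive cells · Controls – TNF-alpha high, DMSO low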
CASP6 VEID inh = inhibitors of human caspase-6; 0.53% of 350,000 active; purified caspase-6, Z-VEID-R110 cleavage fluorescence; inhibition, % at 12.5 µM; AID 686996;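 active = mean inhibition across replicates at least about 35%, with every replicate also reaching that limit, limit read from the data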;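 note: 0% = median of neutral control wells and 100% = no fluorescence left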
RAD54 inh = RAD54 (human) branch migration inhibition. inhibition, % at 10.4 µM. 0.14% of 360,000 active. Q92698. RAD54 Holliday junction branch migration, FAM/BHQ fluorescence. AID 602329;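 active = mean normalized replicate activity at least 40 and at least half of replicates scoring 40 or more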;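 note: 0% = median of neutral control wells and 100% = median of positive control wells; inhibitors cause a drop in the FAM fluorescence signal; in these data hits start at about 50%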
RAD52 anneal inh = RAD52 (human) annealing inhibition | P43351 | recombinant RAD52 DNA annealing, FRET fluorescence | inhibition, % at 18.7 µM | 0.46% of 360,000 active;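 active = every replicate showing at least 50% inhibition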
Target sequence (P43351 whole entry, looked up): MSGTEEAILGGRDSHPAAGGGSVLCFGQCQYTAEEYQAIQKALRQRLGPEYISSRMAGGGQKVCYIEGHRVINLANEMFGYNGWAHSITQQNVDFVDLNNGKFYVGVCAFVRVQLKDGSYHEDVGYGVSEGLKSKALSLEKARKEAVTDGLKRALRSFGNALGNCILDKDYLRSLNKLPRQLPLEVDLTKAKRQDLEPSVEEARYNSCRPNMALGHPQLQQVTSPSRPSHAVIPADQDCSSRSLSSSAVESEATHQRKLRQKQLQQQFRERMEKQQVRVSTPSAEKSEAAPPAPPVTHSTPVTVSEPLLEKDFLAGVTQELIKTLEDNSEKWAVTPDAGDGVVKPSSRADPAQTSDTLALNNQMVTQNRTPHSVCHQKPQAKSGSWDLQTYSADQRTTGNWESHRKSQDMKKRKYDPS
esBAF inh = blocks esBAF chromatin remodeling in mouse ES cells; Bmi1-luciferase knock-in reporter, 24 h; 100% = twice the neutral-well signal; reporter increase, % at 12.5 µM; 2% of 350,000 active; AID 602393; in the data active = activation above about 40%;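 note: 0% = median of the plate's neutral control wells and 100% = double that signal; a rise in the Bmi1 reporter signal indicates esBAF inhibition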
PglD inh = inhibitors of Campylobacter jejuni PglD acetyltransferase | purified PglD enzyme, DTNB colorimetric CoA detection | inhibition, % at 12.5 µM | 0.098% of 360,000 active | AID 602405; in the data active = inhibition above about 16%, passing the limit was not always enough; note: strong numbers were not always called active
ARNT TACC3 PPI = disrupts binding between human ARNT and TACC3 | AID 623870 | 0.66% of 390,000 active | inhibition, % at 9.99 µM | AlphaScreen His-ARNT PAS-B/GST-TACC3 binding, luminescence; TACC3 fragment carries E629A point mutation;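 active = mean inhibition of replicates at least 50% and at least half of replicates each reaching 50%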;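 note: 0% = complete ARNT plus TACC3 wells and 100% = ARNT alone without TACC3; many hits fall short of the cut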
The depositor's hits bear a star; nt = no result given.

smiles	ERp5 inh	E-selectin induc	CASP6 VEID inh	RAD54 inh	RAD52 anneal inh	esBAF inh	PglD inh	ARNT TACC3 PPI
CN(C)C(CNC(=O)CSc1nnc(-c2ccco2)o1)c1ccccc1 (stereo not given)	nt	nt	nt	-7	nt	2	-7	-22
O=C(c1cc2nc(-c3ccco3)cc(C(F)(F)F)n2n1)N1CCCc2ccccc21	nt	nt	nt	-14	nt	1	0	-3
CCOc1ccc(C(=O)C(C)OC(=O)c2cnc(C)cn2)cc1 (stereo not given)	6	nt	1	1	-8	4	-4	8
CC1CN(CC(=O)NCc2ccccc2)CC(C)O1 (stereo not given)	3	nt	2	1	-7	-4	3	-16
CC(C)C#Cc1ccc2c(c1)O[C@H](CN(C)C(=O)CC1CC1)[C@H](C)CN([C@H](C)CO)S2(=O)=O	7	-0.7	4	-3	0	5	5	3
O=C(NCc1ccccc1)OC1CC2CC1[C@H]1CCCCN1C2=O (stereo not given in full)	12	0.0	33	nt	-7	nt	nt	nt
CC(C)=C[C@H]1C[C@H](C)[C@H]2CC[C@H](C)c3c(O[C@@H]4OC[C@@H](O)[C@H](O)C4O)c(O)c(C)c1c32 (stereo not given in full)	-2	0.0	0	-4	-10	1	2	8
COc1ccc(-n2c(=S)[nH]c3cc(C(=O)O)ccc3c2=O)cc1	9	nt	1	nt	-12	nt	nt	-3
COc1ccc(OCC(=O)Nc2ccc3c(c2)nc(CCNC(C)=O)n3C)cc1	2	0.8	-2	-8	-13	7	6	-23
O=C1NC(Cc2ccc(O)cc2)c2nc3ccc(F)cc3c(=O)n2-c2ncccc21 (stereo not given)	3	0.5	7	5	-11	0	-1	nt

Further records.
smiles	ERp5 inh	E-selectin induc	CASP6 VEID inh	RAD54 inh	RAD52 anneal inh	esBAF inh	PglD inh	ARNT TACC3 PPI
CC(=O)N(C)c1ccc(N=Nc2c(C)[nH]n(C(N)=S)c2=O)cc1	0	-2.9	1	nt	-15	nt	nt	nt
CN1CCC23c4ccccc4NC1C21CCN(C)C3Nc2ccccc21	10	nt	-1	-5	0	1	5	-22
CCCCc1cc(=O)oc2c(CN3CCN(C)CC3)c(O)ccc12	5	nt	-1	4	2	-3	5	-11
CN(CCCN1CCCCC1)C(=O)c1cc(COc2ccc(F)cc2F)on1	-1	nt	-15	7	-7	nt	3	-3
O=C(C[C@H]1C=C[C@@H](NS(=O)(=O)c2cccc(F)c2)[C@@H](CO)O1)NCc1ccc2c(c1)OCO2	-7	-0.3	-1	nt	-2	nt	nt	nt
CCOC(=O)Cc1csc(NC(=O)c2ccc3ncsc3c2)n1	0	nt	-4	-13	-7	52*	-3	3
COc1cccc(CNCCO)c1OCc1ccccc1	-6	nt	3	nt	-10	nt	nt	2
O=C(NCC1CC1)[C@H]1[C@H](CO)[C@H]2Cn3c(ccc(-c4cccnc4)c3=O)[C@@H]1N2C(=O)C1CCC1	-2	0.0	3	1	-24	3	1	-5
O=[N+]([O-])c1ccc(/C=N/Nc2ncccc2[N+](=O)[O-])s1	1	2.9	-3	-9	-12	nt	3	-42
COc1ccc(NC(=O)Nc2ccc3c(c2)C(=O)N([C@H](C)CO)C[C@H](C)[C@H](CN(C)CC2CCCCC2)O3)cc1	9	-9.0	-2	-4	10	2	-1	8

(continued)
smiles	ERp5 inh	E-selectin induc	CASP6 VEID inh	RAD54 inh	RAD52 anneal inh	esBAF inh	PglD inh	ARNT TACC3 PPI
O=C(Oc1cccc(NC(=O)c2ccco2)c1)c1cccc(S(=O)(=O)N2CCCCC2)c1	nt	nt	nt	0	nt	-3	2	-10
CC(OC(=O)Cc1n[nH]c(=O)c2ccccc12)C(=O)Nc1ccc(S(N)(=O)=O)cc1 (stereo not given)	3	-1.5	2	nt	9	nt	nt	0
CCOC(=O)C1=NNC2(c3ccc(C)cc3)C(=O)N(c3ccc(Cl)cc3)C(=O)C12 (stereo not given)	2	0.1	5	nt	-10	nt	nt	-7
O=C(Cc1c(F)cccc1Cl)Nc1ccccc1C(=O)N1CCCCC1	7	0.0	2	1	1	-12	-2	-1
C=CCn1c(COc2ccccc2F)nnc1SCC(=O)N1CC(=O)Nc2ccccc21	nt	nt	nt	-5	nt	3	-2	-13
C[C@H]1CN([C@@H](C)CO)C(=O)c2cc(NC(=O)Nc3ccc(C(F)(F)F)cc3)ccc2O[C@H]1CN(C)S(C)(=O)=O	1	nt	5	7	-3	-4	1	-2
CS(=O)(=O)Nc1ccc2c(c1)[C@@H]1C[C@@H](CC(=O)N3CCCCC3)O[C@H](CO)[C@@H]1O2	nt	-0.1	nt	2	nt	4	-1	-3
CCCNC(=O)C1(C)CCN(Cc2ccc(OC)c3ccccc23)C1 (stereo not given)	0	nt	2	7	-3	-8	5	nt
O=C(NCc1ccccn1)C(=O)NCC1OCCN1S(=O)(=O)c1ccc(Cl)cc1 (stereo not given)	2	0.1	2	-2	-5	-6	1	nt
COc1ccc(C(C)=O)cc1CSc1nc(C)cc(C)n1	3	nt	2	nt	-10	nt	nt	11

Next compounds follow.
smiles	ERp5 inh	E-selectin induc	CASP6 VEID inh	RAD54 inh	RAD52 anneal inh	esBAF inh	PglD inh	ARNT TACC3 PPI
COc1ccc(-c2nn(-c3ccccc3)cc2C(=O)N2CCOCC2)cc1	nt	nt	nt	-5	nt	4	-2	1
COc1cc(/C=N/NC(=O)c2ccncc2)ccc1OC(=O)c1cc(OC)c(OC)c(OC)c1	1	3.9	1	-11	-6	-13	2	-1
O=C(Nc1ccnn1C1CCN(C/C=C/c2ccc(F)cc2)CC1)C1CCCC1	11	-0.1	-6	12	-8	3	-1	20
CCOC(=O)c1ccc(NC(=S)Nc2ccc(C)cc2)cc1	2	nt	-4	-2	-11	19	3	3
CN(CC(=O)N1CCN(c2ccccc2)CC1)S(=O)(=O)c1cccs1	-1	nt	1	nt	-32	nt	nt	-4
Cc1noc(NS(=O)(=O)c2ccc(NC(=O)C(C)C)cc2)c1C	-5	nt	0	-1	-15	-6	-4	-11
CC(O)(c1cccc(F)c1)c1nc(-c2ccccc2)cs1 (stereo not given)	-9	1.5	1	1	-1	-2	4	nt
C[C@H]1CN([C@@H](C)CO)C(=O)c2cccc(NS(=O)(=O)c3ccc(Cl)cc3)c2O[C@@H]1CN(C)C(=O)Nc1cccc2ccccc12	-7	0.2	0	-2	10	1	-1	4
N#C/C(=C\c1ccc(C#N)cc1)C(=O)c1ccccc1	-3	-0.2	0	-1	-26	1	-7	-9
CCOC(=O)C1=C(CC)Nc2ccccc2N=C1NC(=O)c1cc(C)on1	-6	0.3	2	6	-13	-4	-1	-7

Sorted by SMILES length (ascending): part of the list above.
smiles	ERp5 inh	E-selectin induc	CASP6 VEID inh	RAD54 inh	RAD52 anneal inh	esBAF inh	PglD inh	ARNT TACC3 PPI
COc1ccc(C(C)=O)cc1CSc1nc(C)cc(C)n1	3	nt	2	nt	-10	nt	nt	11
N#C/C(=C\c1ccc(C#N)cc1)C(=O)c1ccccc1	-3	-0.2	0	-1	-26	1	-7	-9
CCCNC(=O)C1(C)CCN(Cc2ccc(OC)c3ccccc23)C1 (stereo not given)	0	nt	2	7	-3	-8	5	nt
O=C(Cc1c(F)cccc1Cl)Nc1ccccc1C(=O)N1CCCCC1	7	0.0	2	1	1	-12	-2	-1
Cc1noc(NS(=O)(=O)c2ccc(NC(=O)C(C)C)cc2)c1C	-5	nt	0	-1	-15	-6	-4	-11
COc1ccc(-c2nn(-c3ccccc3)cc2C(=O)N2CCOCC2)cc1	nt	nt	nt	-5	nt	4	-2	1
CCOC(=O)C1=C(CC)Nc2ccccc2N=C1NC(=O)c1cc(C)on1	-6	0.3	2	6	-13	-4	-1	-7
O=C(Nc1ccnn1C1CCN(C/C=C/c2ccc(F)cc2)CC1)C1CCCC1	11	-0.1	-6	12	-8	3	-1	20
C=CCn1c(COc2ccccc2F)nnc1SCC(=O)N1CC(=O)Nc2ccccc21	nt	nt	nt	-5	nt	3	-2	-13
O=C(NCc1ccccn1)C(=O)NCC1OCCN1S(=O)(=O)c1ccc(Cl)cc1 (stereo not given)	2	0.1	2	-2	-5	-6	1	nt
CCOC(=O)C1=NNC2(c3ccc(C)cc3)C(=O)N(c3ccc(Cl)cc3)C(=O)C12 (stereo not given)	2	0.1	5	nt	-10	nt	nt	-7
COc1cc(/C=N/NC(=O)c2ccncc2)ccc1OC(=O)c1cc(OC)c(OC)c(OC)c1	1	3.9	1	-11	-6	-13	2	-1
CS(=O)(=O)Nc1ccc2c(c1)[C@@H]1C[C@@H](CC(=O)N3CCCCC3)O[C@H](CO)[C@@H]1O2	nt	-0.1	nt	2	nt	4	-1	-3
C[C@H]1CN([C@@H](C)CO)C(=O)c2cc(NC(=O)Nc3ccc(C(F)(F)F)cc3)ccc2O[C@H]1CN(C)S(C)(=O)=O	1	nt	5	7	-3	-4	1	-2
C[C@H]1CN([C@@H](C)CO)C(=O)c2cccc(NS(=O)(=O)c3ccc(Cl)cc3)c2O[C@@H]1CN(C)C(=O)Nc1cccc2ccccc12	-7	0.2	0	-2	10	1	-1	4

Next results follow.
smiles	ERp5 inh	E-selectin induc	CASP6 VEID inh	RAD54 inh	RAD52 anneal inh	esBAF inh	PglD inh	ARNT TACC3 PPI
NC1=NC[C@H](Cc2ccc(O)cc2)N1CCC12CC3CC(CC(C3)C1)C2	2	0.1	17	6	53*	7	-4	11
COc1cc(-c2nccc3cc4c(cc23)OCO4)cc(OC)c1OC	-7	0.3	3	3	-4	-13	-7	-2
CC(=O)N1NC(=Nc2ccccc2)SC1(C)C	2	1.9	-2	nt	-7	nt	nt	1
Cc1nc(NC(=O)COC(=O)c2cccs2)c(Cl)cc1Cl	2	-0.1	4	6	0	-1	-3	1
CN(C)c1ccc(NC(=O)c2sc(SCC(=O)Nc3nccs3)nc2N)cc1	nt	nt	nt	-1	nt	53*	-2	-2
O=C(N/N=C1\CCSC1)c1cc(Cl)ccc1O	4	nt	7	nt	-17	nt	nt	23
C=CCN1C(=O)/C(=C\c2cccc(OC(=O)c3ccco3)c2)SC1=S	1	nt	1	0	-6	-1	2	1
CC(NNC(=S)N1CCCCCC1)c1ccc2ccccc2n1 (stereo not given)	7	-0.5	0	nt	3	nt	nt	nt
COc1ccc(C(=O)Nc2cccc(S(=O)(=O)NC3=NCCCCC3)c2)cc1	0	-0.2	-4	2	2	4	-88	1
C/C=C/c1cnc2c(c1)C(=O)N([C@H](C)CO)C[C@H](C)[C@@H](CN(C)Cc1ccccc1F)O2	-3	-0.1	-5	-11	2	-8	3	-13

(next part)
smiles	ERp5 inh	E-selectin induc	CASP6 VEID inh	RAD54 inh	RAD52 anneal inh	esBAF inh	PglD inh	ARNT TACC3 PPI
CC(O)C(NS(=O)(=O)c1ccc(Cl)cc1)C(=O)OCc1cc([N+](=O)[O-])cc2c1OCOC2 (stereo not given)	7	2.3	8	nt	-7	-4	1	10
COc1ccc(S(=O)(=O)N(C)CC(=O)NCCN2CCOCC2)cc1Cl	2	0.0	4	9	-11	-2	2	-11
COC(=O)[C@@]12C[C@@H](CC(=O)NCC3CCCCC3)C(=O)N(CCc3ccc(OC)c(OC)c3)C1=CCC(C)(C)C2	-6	-0.2	1	nt	-13	nt	nt	nt
O=C(C(=O)N1CCC(CNS(=O)(=O)c2ccccc2)CC1)c1cc2ccccc2o1	1	-0.1	0	nt	-13	nt	nt	nt
COc1ccccc1C(=O)NC(=O)CSc1nnnn1C	nt	9.3	4	-6	-16	-10	6	-2
CC(C)c1ccc(NC(=O)CSc2nc(=O)n(CCN3CCOCC3)c3c2CCC3)cc1	-1	1.8	2	nt	-7	6	nt	4
O=C(N[C@H]1C=C[C@@H](CC(=O)N2CCOCC2)O[C@H]1CO)c1ccccn1	1	-0.1	3	-1	-18	1	1	1
Cc1ncc(CSc2nc3ccccc3[nH]2)c(N)n1	nt	nt	nt	-6	nt	1	-6	-9
C(=N\Nc1cc(N2CCCCC2)ncn1)/c1ccco1	3	0.2	3	13	-10	27	6	4
CN(C)CC(=O)Nc1ccc2c(c1)[C@H]1C[C@@H](CC(=O)NCc3ccncc3)O[C@@H](CO)[C@H]1O2	nt	-0.1	nt	-1	nt	1	-5	nt
